# NSD2 inh: blocks human NSD2 histone methyltransferase activity. O96028. NSD2-SET H3K36me1 DELFIA fluorescence, biochemical. inhibition, % at 12.5 µM. actives 0.07% (n = 44,000); in the data active = inhibition above about 54%, passing the limit was not always enough;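 also: inhibitors reduce the monomethyl H3K36 fluorescence signal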
# Target sequence (O96028 whole entry, looked up): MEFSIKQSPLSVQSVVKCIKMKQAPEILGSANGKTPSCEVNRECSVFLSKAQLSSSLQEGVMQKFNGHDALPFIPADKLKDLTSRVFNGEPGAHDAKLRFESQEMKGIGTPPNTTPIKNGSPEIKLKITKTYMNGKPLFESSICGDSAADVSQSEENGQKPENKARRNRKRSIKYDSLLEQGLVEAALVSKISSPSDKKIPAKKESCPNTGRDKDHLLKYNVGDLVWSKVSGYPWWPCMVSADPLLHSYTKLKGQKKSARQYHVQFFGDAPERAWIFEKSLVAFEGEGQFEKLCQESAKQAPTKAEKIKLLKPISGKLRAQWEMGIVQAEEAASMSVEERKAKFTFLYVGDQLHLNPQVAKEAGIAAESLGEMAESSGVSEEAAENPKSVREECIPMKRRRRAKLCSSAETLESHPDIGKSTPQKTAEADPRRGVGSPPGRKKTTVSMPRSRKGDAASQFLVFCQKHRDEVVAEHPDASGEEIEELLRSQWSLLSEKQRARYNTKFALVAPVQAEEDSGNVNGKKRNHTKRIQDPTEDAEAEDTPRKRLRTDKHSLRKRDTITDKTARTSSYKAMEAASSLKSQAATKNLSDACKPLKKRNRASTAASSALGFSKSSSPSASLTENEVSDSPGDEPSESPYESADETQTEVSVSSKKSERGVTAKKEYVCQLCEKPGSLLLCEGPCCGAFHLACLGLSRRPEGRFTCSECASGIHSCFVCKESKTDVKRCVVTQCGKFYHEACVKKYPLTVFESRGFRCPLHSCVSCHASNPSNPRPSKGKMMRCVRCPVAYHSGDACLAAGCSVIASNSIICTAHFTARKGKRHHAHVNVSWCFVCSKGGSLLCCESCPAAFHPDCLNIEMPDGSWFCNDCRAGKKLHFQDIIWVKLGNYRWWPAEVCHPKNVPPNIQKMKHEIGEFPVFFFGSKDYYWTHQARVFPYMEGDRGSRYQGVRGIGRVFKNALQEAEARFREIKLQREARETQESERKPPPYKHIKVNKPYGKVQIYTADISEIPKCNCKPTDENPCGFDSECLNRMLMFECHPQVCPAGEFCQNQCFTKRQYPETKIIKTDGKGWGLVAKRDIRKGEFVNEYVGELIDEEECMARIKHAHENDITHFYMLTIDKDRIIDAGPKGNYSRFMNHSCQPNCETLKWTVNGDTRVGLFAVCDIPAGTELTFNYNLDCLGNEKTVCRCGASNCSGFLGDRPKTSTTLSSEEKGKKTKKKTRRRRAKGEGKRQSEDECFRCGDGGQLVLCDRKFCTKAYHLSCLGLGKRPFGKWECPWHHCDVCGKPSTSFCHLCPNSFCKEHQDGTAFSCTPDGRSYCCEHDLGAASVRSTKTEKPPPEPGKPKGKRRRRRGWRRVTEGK
# Active calls of the source: *; i = inactive. The list is partial. The share of hits here may be higher or lower than overall.
SMILES,NSD2 inh
C[C@H]1CN([C@@H](C)CO)C(=O)CCCn2cc(nn2)CO[C@@H]1CN(C)C(=O)Nc1ccc(F)cc1,7.4
CNC[C@@H]1Oc2ccc(NS(=O)(=O)c3cn(C)cn3)cc2CC(=O)N([C@H](C)CO)C[C@H]1C,3.3
C[C@@H]1CN([C@H](C)CO)C(=O)c2cc(C3=CCCCC3)cnc2O[C@H]1CN(C)CC1CCOCC1,9.0
O=C(N/N=C/c1cccc2ccccc12)c1ccccc1O,3.5
C[C@@H]1CCCCO[C@@H](CN(C)Cc2ccccc2)[C@H](C)CN([C@@H](C)CO)C(=O)c2cc(N(C)C)ccc2O1,8.4
O=C(C1=C[C@H](c2ccc(Br)cc2)C[C@H](OCCCCO)O1)N1CCN(Cc2ccccc2)CC1,-2.0
C[C@@H]1CN([C@H](C)CO)C(=O)c2cccc(NS(=O)(=O)c3ccccc3)c2O[C@H]1CN(C)C(=O)Nc1ccc(C(F)(F)F)cc1,3.2
C[C@@H]1CN([C@H](C)CO)C(=O)Cc2cc(NS(=O)(=O)c3ccccc3)ccc2O[C@H]1CN(C)S(=O)(=O)c1ccccc1,-0.4
Cc1ccc(S(=O)(=O)N(C)C[C@H]2Oc3c(cccc3N(C)C)C(=O)N([C@@H](C)CO)C[C@@H]2C)cc1,3.5
C[C@@H]1CN([C@@H](C)CO)C(=O)c2cc(NC(=O)Cc3cn(C)c4ccccc34)ccc2O[C@@H]1CN(C)C(=O)Nc1ccc2c(c1)OCO2,-3.7
Cc1ccc(-c2cnc3c(c2)C(=O)N([C@H](C)CO)C[C@@H](C)[C@@H](CN(C)C(=O)Cc2ccncc2)O3)cc1,-2.1
O=C(N1CCCCC1)[C@]1(CCS(=O)(=O)c2ccccc2)N=C(c2ccc(OCCCO)cc2)O[C@@H]1c1ccccc1,-2.7
COc1ccc(S(=O)(=O)N(C)C[C@H]2Oc3ccc(NC(=O)Nc4cccc5ccccc45)cc3C(=O)N([C@H](C)CO)C[C@H]2C)cc1,-2.3
C[C@H]1CN([C@@H](C)CO)C(=O)c2cc(NC(=O)C3CC3)ccc2O[C@@H]1CN(C)Cc1ccccc1,9.1
C=CCNC(=O)[C@H]1[C@@H]2C(=O)O[C@@H](c3ccccc3)[C@@H](c3ccccc3)N2[C@@H](c2ccc(O)cc2)[C@]12C(=O)N(C(=O)OCCOC)c1ccc(C#CC3(O)CCCCCC3)cc12,-7.5
CC(C)C#Cc1ccc2c(c1)O[C@@H](CN(C)CC1CCOCC1)[C@H](C)CN([C@H](C)CO)S2(=O)=O,0.7
C[C@H]1CN([C@@H](C)CO)C(=O)c2cc(C#Cc3cccnc3)cnc2O[C@@H]1CN(C)Cc1ccc(F)cc1,3.3
C[C@H](CO)N1C[C@H](C)[C@@H](CN(C)C)Oc2ncc(C3=CCCC3)cc2C1=O,-4.5
COc1cc(C[C@H]2CO[C@H](c3ccc(O[C@@H]4O[C@H](CO)[C@@H](O)[C@H](O)[C@H]4O)c(OC)c3)[C@H]2CO)ccc1O,54.4
COc1ccc(S(=O)(=O)Nc2ccc3c(c2)C(=O)N([C@H](C)CO)C[C@@H](C)[C@@H](CN(C)S(=O)(=O)c2cn(C)cn2)O3)cc1,-1.1
COc1ccc(CN(C)C[C@H]2OCCCC[C@@H](C)Oc3ccc(NS(=O)(=O)c4c(C)noc4C)cc3C(=O)N([C@@H](C)CO)C[C@H]2C)cc1,-0.5
COCC#Cc1ccc2c(c1)O[C@H](CN(C)C(=O)c1ccccc1)[C@H](C)CN([C@H](C)CO)S2(=O)=O,-5.6
C[C@H](CO)N1C[C@H](C)[C@H](CN(C)S(=O)(=O)c2cn(C)cn2)OCCCC[C@H](C)Oc2ccc(NC(=O)Nc3ccc(C(F)(F)F)cc3)cc2C1=O,-9.0
C[C@H](CO)N1C[C@H](C)[C@H](CN(C)S(=O)(=O)c2ccccc2)Oc2ccc(NC(=O)Nc3cccc4ccccc34)cc2C1=O,0.8
C[C@H]1CN([C@@H](C)CO)C(=O)Cc2cc(N(C)C)ccc2O[C@H]1CN(C)CC1CC1,1.5

# Overlap with the part before: 4 entries, followed by the next part.
SMILES,NSD2 inh
COCC#Cc1ccc2c(c1)O[C@H](CN(C)C(=O)c1ccccc1)[C@H](C)CN([C@H](C)CO)S2(=O)=O,-5.6
C[C@H](CO)N1C[C@H](C)[C@H](CN(C)S(=O)(=O)c2cn(C)cn2)OCCCC[C@H](C)Oc2ccc(NC(=O)Nc3ccc(C(F)(F)F)cc3)cc2C1=O,-9.0
C[C@H](CO)N1C[C@H](C)[C@H](CN(C)S(=O)(=O)c2ccccc2)Oc2ccc(NC(=O)Nc3cccc4ccccc34)cc2C1=O,0.8
C[C@H]1CN([C@@H](C)CO)C(=O)Cc2cc(N(C)C)ccc2O[C@H]1CN(C)CC1CC1,1.5
Cc1noc(C)c1NC(=O)Nc1ccc2c(c1)CC(=O)N([C@H](C)CO)C[C@H](C)[C@H](CN(C)S(=O)(=O)c1cn(C)cn1)O2,1.1
C[C@@H]1CN([C@@H](C)CO)C(=O)c2cccc(NC(=O)Nc3ccccc3)c2O[C@H]1CN(C)C,6.5
C[C@@H]1CN([C@H](C)CO)C(=O)Cc2cc(NS(C)(=O)=O)ccc2O[C@@H]1CN(C)S(=O)(=O)c1ccccc1,-4.6
C[C@H](CO)N1C[C@H](C)[C@H](CN(C)Cc2ccc3c(c2)OCO3)OCCCC[C@H](C)Oc2ccc(NC(=O)CCC(F)(F)F)cc2C1=O,1.9
CC(=O)N(C)C[C@H]1Oc2cc(/C=C/c3ccccc3)ccc2S(=O)(=O)N([C@H](C)CO)C[C@@H]1C,-1.5
C[C@@H]1CN([C@@H](C)CO)C(=O)Cc2cc(NS(=O)(=O)c3ccc(F)cc3)ccc2O[C@@H]1CN(C)Cc1ccc(-c2ccccc2)cc1,-9.9
COc1ccc(C#Cc2cnc3c(c2)C(=O)N([C@H](C)CO)C[C@H](C)[C@H](CN(C)S(=O)(=O)c2cn(C)cn2)O3)cc1OC,-1.7
C[C@@H]1CN([C@H](C)CO)S(=O)(=O)c2ccc(C3=CCCC3)cc2O[C@@H]1CN(C)C(=O)c1ccc(F)cc1,11.3
C[C@H]1CN([C@@H](C)CO)C(=O)c2cc(NC(=O)Nc3ccc(C(F)(F)F)cc3)ccc2O[C@H]1CN(C)S(=O)(=O)c1ccccc1,-7.2
COc1ccc(NC(=O)Nc2cccc3c2O[C@@H](CN(C)C(=O)Nc2cccc4ccccc24)[C@@H](C)CN([C@@H](C)CO)C3=O)cc1,-3.5
COc1ccc(NC(=O)Nc2ccc3c(c2)C(=O)N([C@@H](C)CO)C[C@H](C)[C@H](CN(C)S(=O)(=O)c2ccc(Cl)cc2)O3)cc1,-0.3
COCC#Cc1cnc2c(c1)C(=O)N([C@H](C)CO)C[C@H](C)[C@H](CN(C)S(=O)(=O)c1cccc(OC)c1)O2,6.6
C[C@H]1CN([C@@H](C)CO)C(=O)c2cccc(NC(=O)C3CCOCC3)c2O[C@@H]1CN(C)Cc1ccc(C(=O)O)cc1,0.3
C/C=C/c1ccc2c(c1)O[C@@H](CN(C)C(=O)Cc1cccnc1)[C@H](C)CN([C@@H](C)CO)S2(=O)=O,6.6
C[C@@H]1CCCCO[C@@H](CN(C)C(=O)Nc2ccc(C(F)(F)F)cc2)[C@@H](C)CN([C@H](C)CO)C(=O)c2cc(NS(=O)(=O)c3ccc(F)cc3)ccc2O1,-5.6
CC(C)NC(=O)N(C)C[C@@H]1Oc2cc(C#Cc3cccc(F)c3)ccc2S(=O)(=O)N([C@@H](C)CO)C[C@H]1C,-1.3
CC(C)CC#Cc1cnc2c(c1)C(=O)N([C@H](C)CO)C[C@@H](C)[C@@H](CN(C)C(=O)c1ccc(F)cc1)O2,11.1
O=C(C[C@@H]1CC[C@H](NC(=O)C2CC2)[C@@H](CO)O1)Nc1ccccc1,1.4
COc1ccc(NC(=O)N(C)C[C@@H]2Oc3cc(C#CCN(C)C)ccc3S(=O)(=O)N([C@@H](C)CO)C[C@@H]2C)cc1,-8.9
COCC(=O)N(C)C[C@H]1Oc2cc(-c3ccccc3)ccc2S(=O)(=O)N([C@@H](C)CO)C[C@H]1C,-10.1
Cc1noc(C)c1S(=O)(=O)Nc1ccc2c(c1)C(=O)N([C@H](C)CO)C[C@@H](C)[C@@H](CN(C)Cc1ccncc1)O2,0.2
Cc1ccc(S(=O)(=O)Nc2ccc3c(c2)CC(=O)N([C@H](C)CO)C[C@H](C)[C@@H](CN(C)C(=O)Nc2ccc(F)cc2)O3)cc1,-2.1
Cc1ccc(S(=O)(=O)Nc2cccc3c2O[C@H](CN(C)C(=O)Nc2ccc4c(c2)OCO4)[C@@H](C)CN([C@H](C)CO)C3=O)cc1,3.9
Cc1ccccc1-c1cnc2c(c1)C(=O)N([C@@H](C)CO)C[C@@H](C)[C@@H](CN(C)C(=O)c1cccnc1)O2,-0.4
C[C@@H]1CN([C@H](C)CO)C(=O)c2cccc(NS(=O)(=O)c3ccc(F)cc3)c2O[C@@H]1CN(C)C(=O)NC1CCCCC1,6.4

# Molecules above that have two or more sulfur atoms:
SMILES,NSD2 inh
C[C@@H]1CN([C@H](C)CO)C(=O)Cc2cc(NS(=O)(=O)c3ccccc3)ccc2O[C@H]1CN(C)S(=O)(=O)c1ccccc1,-0.4
COc1ccc(S(=O)(=O)Nc2ccc3c(c2)C(=O)N([C@H](C)CO)C[C@@H](C)[C@@H](CN(C)S(=O)(=O)c2cn(C)cn2)O3)cc1,-1.1
C[C@@H]1CN([C@H](C)CO)C(=O)Cc2cc(NS(C)(=O)=O)ccc2O[C@@H]1CN(C)S(=O)(=O)c1ccccc1,-4.6

# Further results follow:
SMILES,NSD2 inh
CC(=O)N(C)C[C@@H]1Oc2ncc(-c3cccc(C#N)c3)cc2C(=O)N([C@H](C)CO)C[C@@H]1C,6.6
C[C@H]1CN([C@@H](C)CO)S(=O)(=O)c2ccc(C3=CCCC3)cc2O[C@H]1CN(C)C(=O)Nc1ccc2c(c1)OCO2,0.0
C[C@H](CO)N1C[C@H](C)[C@H](CN(C)C)Oc2ccc(NC(=O)CCN3CCOCC3)cc2CC1=O,-5.1
C[C@@H]1CN([C@@H](C)CO)C(=O)c2cccc(NS(=O)(=O)c3cn(C)cn3)c2O[C@H]1CN(C)C(=O)Nc1ccc(F)cc1,4.3
O=C(C[C@@H]1C[C@@H]2c3cc(NC(=O)CC4CC4)ccc3O[C@@H]2[C@@H](CO)O1)NCc1ccc2c(c1)OCO2,-1.8
Cc1noc(C)c1NC(=O)Nc1ccc2c(c1)C(=O)N([C@@H](C)CO)C[C@@H](C)[C@@H](CN(C)C(=O)Nc1ccc(C(F)(F)F)cc1)O2,0.9
C[C@@H]1CCCCO[C@@H](CN(C)C(=O)Cc2ccccc2)[C@H](C)CN([C@@H](C)CO)C(=O)c2cc(NC(=O)Nc3ccccc3)ccc2O1,19.7
COCC(=O)Nc1ccc2c(c1)[C@H]1C[C@@H](CC(=O)NCc3ccccc3)O[C@H](CO)[C@H]1O2,-0.4
COc1ccc(S(=O)(=O)Nc2ccc3c(c2)C(=O)N([C@@H](C)CO)C[C@@H](C)[C@H](CN(C)Cc2ccccc2)OCCCC[C@@H](C)O3)cc1,2.8
COc1ccc(NC(=O)N(C)C[C@@H]2Oc3c(NC(=O)Nc4ccc5c(c4)OCO5)cccc3C(=O)N([C@@H](C)CO)C[C@H]2C)cc1,i
Cc1noc(C)c1NC(=O)N(C)C[C@H]1Oc2c(NC(=O)C3CC3)cccc2C(=O)N([C@@H](C)CO)C[C@@H]1C,1.9
COc1ccc(CN(C)C[C@@H]2OCCCC[C@H](C)Oc3ccc(NC(=O)Nc4ccc(OC)cc4)cc3C(=O)N([C@@H](C)CO)C[C@@H]2C)cc1,1.5
O=C(C[C@H]1C[C@@H]2c3cc(NC(=O)c4cccnc4)ccc3O[C@@H]2[C@@H](CO)O1)NCCc1ccccc1,15.8
Cc1noc(C)c1NC(=O)N(C)C[C@@H]1OCCCC[C@@H](C)Oc2ccc(NC(=O)Nc3cccc4ccccc34)cc2C(=O)N([C@@H](C)CO)C[C@H]1C,4.9
COc1ccc(CN(C)C[C@H]2Oc3ccc(NC(=O)CCCCCC(=O)Nc4ccccc4N)cc3CC(=O)N([C@@H](C)CO)C[C@@H]2C)cc1,1.6
C[C@H](CO)N1C[C@H](C)[C@H](CN(C)CC2CC2)Oc2ccc(NC(=O)C3CC3)cc2C1=O,0.4
C[C@@H]1CN([C@@H](C)CO)C(=O)c2cc(-c3cccc(F)c3)cnc2O[C@@H]1CN(C)Cc1cncnc1,0.2
CC(C)CC#Cc1ccc2c(c1)O[C@H](CN(C)C(=O)Cc1cccnc1)[C@H](C)CN([C@@H](C)CO)S2(=O)=O,-2.8
C[C@H](CO)N1C[C@H](C)[C@@H](CN(C)Cc2ccncc2)OCCCC[C@H](C)Oc2ccc(NC(=O)Nc3cccc4ccccc34)cc2C1=O,5.8
C[C@@H]1CN([C@@H](C)CO)C(=O)c2cccc(NC(=O)c3ccc(-c4nccs4)cc3)c2O[C@@H]1CN(C)C(=O)NC1CCCCC1,21.9
C[C@@H]1CN([C@H](C)CO)C(=O)Cc2cc(NS(=O)(=O)c3ccc(Cl)cc3)ccc2O[C@@H]1CN(C)C(=O)Nc1ccc2c(c1)OCO2,6.0
Cn1c(CSc2ccnc3cc(Cl)ccc23)nnc1SCC(=O)c1ccc(Cl)s1,0.3
CCC(=O)N(C)C[C@@H]1Oc2ncc(-c3ccccc3C)cc2C(=O)N([C@@H](C)CO)C[C@H]1C,0.3
CNC[C@H]1Oc2ccc(NS(C)(=O)=O)cc2C(=O)N([C@H](C)CO)C[C@H]1C,1.0
C[C@H]1CN([C@@H](C)CO)C(=O)c2c(c3ccccc3n2C)-c2ccccc2CO[C@H]1CN(C)C(=O)c1ccccc1,-2.5
COc1ccc(S(=O)(=O)N(C)C[C@@H]2Oc3ccc(NC(=O)Nc4ccc(C(F)(F)F)cc4)cc3CC(=O)N([C@@H](C)CO)C[C@@H]2C)cc1,-0.7
Cc1noc(C)c1S(=O)(=O)N(C)C[C@@H]1Oc2ccc(NS(C)(=O)=O)cc2C(=O)N([C@H](C)CO)C[C@@H]1C,5.4
CC(C)NC(=O)Nc1ccc2c(c1)CC(=O)N([C@@H](C)CO)C[C@H](C)[C@H](CN(C)Cc1ccc(-c3ccccc3)cc1)O2,-5.9

# Source: PubChem (Broad Institute)
